GAA glycogen = qHTS Assay for Inhibitors and Activators of Human alpha-Glucosidase Cleavage of Glycogen; AID 2100, 2009; Potency, µM (highest dose often 76.4 µM), for the others: at the top dose activity change, negative = inhibition, usual class: inhibitors; 300,000 compounds, 0.38% hits; Lysosomal alpha-glucosidase (Homo sapiens), P10253; recombinant GAA, glycogen substrate, Amplex Red glucose oxidase fluorescence;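 further: 0% = full enzyme reaction and -100% = no-enzyme basal signal; the screen sought inhibitors and activators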
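Natural-substrate format: glycogen cleavage by 4 nM human enzyme, glucose read by Amplex Red coupling (Ex 573, Em 610 nm). Normalized to enzyme and no-enzyme controls.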
TexasRed fluor = Total Fluorescence Counterscreen for Inhibitors of the Interaction of Thyroid Hormone Receptor and Steroid Receptor Coregulator 2; TRb/SRC2 Texas Red total fluorescence interference; Potency, µM (top dose mostly 106 µM), inactives show top-dose fluorescence change, negative = quenching; 280,000 compounds, 0.29% hits; active means well fitted curve in either direction with a large enough effect; inconclusive means small, poorly fitted or top-dose-only effect
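Human TRb ligand-binding domain at 0.6 uM with 20 nM Texas Red SRC2 peptide in Tris buffer containing 1 uM T3 and 5% DMSO, incubated with compound 5 h at ambient temperature. Total fluorescence (555/632 nm) calculated as parallel + 2 × perpendicular.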
GAA inhib = qHTS Assay for Inhibitors of Human alpha-Glucosidase as a Potential Chaperone Treatment of Pompe Disease | AID 1466, 2008 | purified human GAA, 4-MU-alpha-glucoside fluorescence | Potency, µM (top dose mostly 76.9 µM), without a hit: at the top dose activity change, negative = inhibition, usual class: inhibitors | 200,000 compounds, 0.005% hits;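 further: plate controls were uninhibited enzyme wells for no effect and no-enzyme background for full effect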
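Human enzyme at 4 nM with 400 uM 4-methylumbelliferyl-alpha-D-pyranoside, citrate/phosphate buffer pH 5.0, 0.005% Tween-20, 20 min at room temperature. Compounds up to 77 uM. 4-MU fluorescence (Ex 365/Em 440) read after NaOH/glycine stop; AC50 from Hill fit.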
RGS12 GoLoco inh = qHTS Assay for Inhibitors of RGS12 GoLoco Motif Activity (Red Fluorophore); Guanine nucleotide-binding protein G(i) subunit alpha-1 (Homo sapiens), P63096; Gai1:RGS12 GoLoco peptide FP, rhodamine, 10 min; Potency, µM (top dose mostly 61.6 µM), for the others: at the top dose activity, negative = inhibition, most hits filed as inhibitors; 230,000 compounds, 0.44% hits; AID 880, 2007; active means well fitted inhibition curve with a large enough effect, not every such curve was filed as active; inactive means no such curve, though single readings can be large or run the other way; further: nearly all actives have a fitted effect of over 30% in size; many of its hits are not listed in these tables
Target sequence (P63096 whole entry, looked up): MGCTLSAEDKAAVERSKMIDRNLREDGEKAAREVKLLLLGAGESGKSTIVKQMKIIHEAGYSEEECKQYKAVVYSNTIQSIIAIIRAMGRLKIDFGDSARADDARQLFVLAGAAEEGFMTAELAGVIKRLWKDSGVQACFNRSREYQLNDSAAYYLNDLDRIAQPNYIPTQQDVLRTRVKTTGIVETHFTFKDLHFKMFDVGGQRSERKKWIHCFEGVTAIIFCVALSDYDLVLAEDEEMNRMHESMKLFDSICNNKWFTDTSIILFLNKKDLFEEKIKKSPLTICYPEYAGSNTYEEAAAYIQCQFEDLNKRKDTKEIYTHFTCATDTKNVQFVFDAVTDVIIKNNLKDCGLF
aGlu spleen mod = qHTS Assay for Inhibitors and Activators of Human alpha-Glucosidase From Spleen Homogenate | Lysosomal alpha-glucosidase (Homo sapiens), P10253 | human spleen homogenate, 4-MU-alpha-glucoside fluorescence | Potency, µM (highest dose often 79.9 µM), for the others: at the top dose activity change, negative = inhibition, actives largely listed as inhibitors | 240,000 compounds, 0.006% hits | AID 2112, 2009;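 further: 0% = enzyme with vehicle and -100% = no enzyme basal signal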
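Human spleen homogenate (1 ug) incubated with compounds and 1 mM 4-methylumbelliferyl-alpha-D-glucopyranoside in pH 5.0 citrate/phosphate buffer, 37 C, 40 min. Stopped at pH 10; 4-MU fluorescence (Ex 365/Em 440 nm); AC50 by Hill fit.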
TRb-SRC2 inh = qHTS for Inhibitors of the Interaction of Thyroid Hormone Receptor and Steroid Receptor Coregulator 2; TRbeta-SRC2 peptide binding, fluorescence polarization; receptor liganded with 1 µM T3; AID 1469, 2008; Potency, µM (titrated, usually from 106 µM), without a hit: at the top dose activity change, negative = inhibition, hits mostly inhibitors; 280,000 compounds, 0.065% hits;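 further: plate controls were bound peptide for no effect and peptide without receptor for full effect; nearly all actives have a fitted effect of over 50% in size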
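Human TRb ligand-binding domain (0.6 uM) is mixed with 20 nM Texas Red SRC2 peptide and 1 uM T3; after compound addition and 5 hr at ambient temperature, polarization is measured and normalized to unbound and bound controls.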
L3MBTL1 inh = qHTS Assay for the Inhibitors of L3MBTL1 | Lethal(3)malignant brain tumor-like protein 1 (Homo sapiens), Q9Y468 | AlphaScreen L3MBTL1–H3K9me1 peptide binding | Potency, µM (top dose mostly 57.1 µM), for the others: top-dose activity, negative = inhibition, actives largely listed as inhibitors | 230,000 compounds, 0.66% hits; further: nearly all actives have a fitted effect of over 60% in size
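First, the protein-peptide complex forms for 30 min at room temperature (L3MBTL1 50 nM, biotinylated H3K9me1 peptide 75 nM). Next, compounds are pin-transferred and incubated 30 min. Finally, AlphaScreen beads are added and read after 30 min.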
RECQ1 helicase = qHTS Assay for Inhibitors of RecQ-Like Dna Helicase 1 (RECQ1); RECQ1 DNA unwinding, red fluorescence kinetic read; Potency, µM (highest dose often 57.3 µM), inactives show top-dose activity, negative = inhibition, hits mostly inhibitors; 240,000 compounds, 0.54% hits; AID 2549, 2010; ATP-dependent DNA helicase Q1 (Homo sapiens), P46063;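 further: plate controls were vehicle for no effect and no enzyme for full effect; nearly all actives have a fitted effect of over 30% in size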
Target sequence (P46063 whole entry, looked up): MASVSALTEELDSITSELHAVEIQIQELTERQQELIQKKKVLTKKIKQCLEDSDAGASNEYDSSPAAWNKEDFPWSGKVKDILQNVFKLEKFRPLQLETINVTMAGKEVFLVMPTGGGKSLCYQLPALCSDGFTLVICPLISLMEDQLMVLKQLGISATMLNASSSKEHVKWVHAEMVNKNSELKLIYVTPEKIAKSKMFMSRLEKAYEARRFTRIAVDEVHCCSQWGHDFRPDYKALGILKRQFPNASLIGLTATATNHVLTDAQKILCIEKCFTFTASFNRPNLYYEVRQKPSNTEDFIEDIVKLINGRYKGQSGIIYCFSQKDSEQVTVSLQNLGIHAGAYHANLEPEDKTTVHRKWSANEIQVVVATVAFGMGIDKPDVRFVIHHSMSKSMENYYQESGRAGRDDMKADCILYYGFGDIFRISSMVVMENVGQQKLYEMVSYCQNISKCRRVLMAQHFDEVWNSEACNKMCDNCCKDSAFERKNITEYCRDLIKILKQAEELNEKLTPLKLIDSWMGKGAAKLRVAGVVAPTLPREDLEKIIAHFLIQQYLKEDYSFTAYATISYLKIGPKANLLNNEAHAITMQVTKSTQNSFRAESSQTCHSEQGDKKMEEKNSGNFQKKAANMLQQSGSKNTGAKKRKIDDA
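50 nM RECQ1T1 preincubated 15 min with compound in Tris pH 8.0 buffer with MgCl2, DTT, Tween-20 and 2.5 ug/ml poly(dI-dC); started with 200 nM TAMRA/BHQ-2 forked duplex and 2 mM ATP. Unwinding read as fluorescence (525/598 nm), two reads 2 h apart.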
An asterisk follows results filed as active; i = inactive; ? = inconclusive; . = no result given; & = joins results of further samples; [ ] = another dose, or the depositor's remark. Unless noted, the call rests on the fitted dose curve; in most records, active means well fitted curve in the direction sought with a large enough effect; inconclusive means small, poorly fitted or top-dose-only effect, or another doubt; inactive means no such curve, though single readings can be large; an effect the other way counts as inactive or inconclusive. Unless noted, on the % scale 0 is the no-effect control and ±100 the full control effect; potency means the concentration at half of the fitted maximal effect. A portion of the library (hit frequency here may not be typical).

SMILES | GAA glycogen | TexasRed fluor | GAA inhib | RGS12 GoLoco inh | aGlu spleen mod | TRb-SRC2 inh | L3MBTL1 inh | RECQ1 helicase
O=C(NNS(=O)(=O)c1ccccc1)c1sccc1-n1cccc1 | ? | 0% | 8% | 4% | 3% | -1% | -5% | -8%
O=C(CCS(=O)(=O)c1ccc(Br)s1)NC1CCCCCC1 | -10% | 2% | -12% | -7% | -8% | 2% | . | 5%
CC(C)OC(=O)c1c(NC(=O)Cn2cnc([N+](=O)[O-])n2)sc2c1CCCC2 | -9% | -3% | -3% | -7% | 8% | -3% | -3% | -7%
COc1ccc(C(CC(=O)c2ccccc2)CC(=O)c2ccccc2)cc1OC | -13% | -1% | -13% | 9% | -2% | -3% | -7% | i
CC(C)[C@@H](CC(=O)N[C@@H]1CCCC[C@H]1C(=O)N[C@H](CC(=O)N[C@@H](CCC(=O)O)CC(=O)O)Cc1ccccc1)NC(=O)C[C@H](Cc1ccccc1)NC(=O)[C@@H]1CNCC[C@H]1N | . | -2% | . | 6% | 2% | 1% | . | -7%
COc1ccc(Cl)cc1N(CC(=O)NC(C)(C)C)S(=O)(=O)c1ccc(C)c([N+](=O)[O-])c1 | -3% | 3% | -3% | -6% | -3% | 4% | 4% | -1%
COc1cc(OC)cc(C(=O)NC(=S)Nc2nc(-c3cc4ccccc4o3)cs2)c1 | 4% | -1% | . | 3% | -2% | 8% | . | 9%
O=C(c1ccc(F)cc1)c1cn(Cc2ccc(F)cc2)c2cc3c(cc2c1=O)OCCO3 | -9% | -1% | 4% | 10% | 2% | 6% | 0% | i
O=C(Nc1ccc(N=Nc2ccccc2)cc1)c1ccccc1Cl | 14% | -1% | -1% | 7% | -12% | 2% | -2% | -3%
O=C(COC(=O)c1cc(S(=O)(=O)N2CCc3ccccc3C2)ccc1Cl)NCc1ccco1 | 14% | 0% | -3% | 3% | -4% | -3% | . | -12%
Cc1nc(NC(C)(C)CO)c([N+](=O)[O-])cc1[N+](=O)[O-] | 7% | 0% | 5% | 9% | -6% | -4% | 6% | -6%
Cc1ccc(NNC(=O)c2ccno2)c(C)c1 | ? | -1% | . | 5% | 11% | 0% | -3% | -3%
Cc1c(/C=N/NC(=O)c2cccnc2)cc(C#N)n1C | 15% | -4% | -2% | 15% | 0% | -1% | 2%[11.4 µM] | i
O=C(COC(=O)c1ccc(NS(=O)(=O)c2ccc(F)c(F)c2)cc1)NCC1CCCO1 (stereo not drawn) | 4% | -3% | 2% | 8% | 1% | 2% | . | -5%
CC1CCCC(C)N1C(=O)COc1ccc(C(=O)Nc2ccccc2N2CCOCC2)cc1 (stereo not drawn) | ? | -1% | 5% | 12% | 5% | -2% | -2% | i
CCOC(=O)c1cnc(-c2ccccc2)[nH]c1=O | 0% | -1% | 2% | 2% | 2% | 7% | 6% | -1%
c1ccc2c(c1)ccc1nnc(-c3ccc4c(c3)OCO4)n12 | -15% | -2% | 3% | 14% | 5% | 4% | -10%[11.4 µM] | ?
C/C(=N\NC(=O)CCCNc1ccccc1)c1ccncc1 | -21% | 2% | 3% | 22% | -2% | 4% | 3% | i
CCCCCC/C=C1\CC(C(=O)OCC)Oc2ccccc21 (stereo not drawn) (tested in a mixture with another compound) | . | 1% | . | -4%[88.7 µM] | -7%[119 µM] | 0% | . | -11%[81.1 µM]
COc1ccc(NC(=O)c2ccccc2C(=O)N2CCCCC2)cc1 | 0% | 0% | 4% | 14% | 0% | 1% | 12% | i
C/C(CC(=O)NC(C)C)=N\NC(=O)C(c1ccccc1)c1ccccc1 | -1% | -1%[53 µM] | ? | 7% | 2% | 3%[53 µM] | -10% | i
CCOC(=O)c1c(NC(=O)CCC(=O)N(CC)CC)sc2c1CC(C)(C)OC2 | 0% | -3% | . | 4% | -2% | -2% | 7% | -2%
O=C1C2C(c3ccccc3)CC=CC2[C@H](c2ccc(C(F)(F)F)cc2)N1Cc1ccccc1 (stereo partly drawn) | -2% | -3% | . | 6% | 4% | 12% | . | i
Cc1c(C(Nc2ccccn2)c2ccc(Cl)cc2)c(=O)n(-c2ccccc2)n1C (stereo not drawn) | 3% | 1% | 0% | -3% | -3% | -24% | . | i
O=C(O)c1cc2nc(-c3ccc(F)cc3)cc(C(F)(F)F)n2n1 | 4% | -4% | 6% | 9% | 0% | -18% | . | 12%
Cc1cnc(NC(=O)C2CCCC2)s1 | 1% | 1% | -3% | -7% | -8% | -8% | -4% | -16%
CC(=O)Nc1ccc(N2CCN(C(C)=O)CC2)cc1 | 37% | 0% | 2% | -26% | -5% | -21% | 45%[activator] | -3%
Cc1ccc(F)c(C2C3C=CCC(c4cccc(-c5ccc(N(C)C)cc5)c4)C3C(=O)N2Cc2ccccc2)c1 (stereo not drawn) | 2% | 0% | . | 3% | 8% | -2% | . | i
COC(=O)c1ccccc1NC(=O)CCc1ccccc1 | 0% | 0% | -24% | 0% | -5% | -4% | 24% | 0%
O=C(Cn1nc(C(F)(F)F)cc1C1CC1)NCc1ccccc1F | -9% | -1% | 3% | 3% | 0% | 4% | -7% | -8%

Nothing new here: ten of the compounds above.
SMILES | GAA glycogen | TexasRed fluor | GAA inhib | RGS12 GoLoco inh | aGlu spleen mod | TRb-SRC2 inh | L3MBTL1 inh | RECQ1 helicase
C/C(CC(=O)NC(C)C)=N\NC(=O)C(c1ccccc1)c1ccccc1 | -1% | -1%[53 µM] | ? | 7% | 2% | 3%[53 µM] | -10% | i
CCOC(=O)c1c(NC(=O)CCC(=O)N(CC)CC)sc2c1CC(C)(C)OC2 | 0% | -3% | . | 4% | -2% | -2% | 7% | -2%
O=C1C2C(c3ccccc3)CC=CC2[C@H](c2ccc(C(F)(F)F)cc2)N1Cc1ccccc1 (stereo partly drawn) | -2% | -3% | . | 6% | 4% | 12% | . | i
Cc1c(C(Nc2ccccn2)c2ccc(Cl)cc2)c(=O)n(-c2ccccc2)n1C (stereo not drawn) | 3% | 1% | 0% | -3% | -3% | -24% | . | i
O=C(O)c1cc2nc(-c3ccc(F)cc3)cc(C(F)(F)F)n2n1 | 4% | -4% | 6% | 9% | 0% | -18% | . | 12%
Cc1cnc(NC(=O)C2CCCC2)s1 | 1% | 1% | -3% | -7% | -8% | -8% | -4% | -16%
CC(=O)Nc1ccc(N2CCN(C(C)=O)CC2)cc1 | 37% | 0% | 2% | -26% | -5% | -21% | 45%[activator] | -3%
Cc1ccc(F)c(C2C3C=CCC(c4cccc(-c5ccc(N(C)C)cc5)c4)C3C(=O)N2Cc2ccccc2)c1 (stereo not drawn) | 2% | 0% | . | 3% | 8% | -2% | . | i
COC(=O)c1ccccc1NC(=O)CCc1ccccc1 | 0% | 0% | -24% | 0% | -5% | -4% | 24% | 0%
O=C(Cn1nc(C(F)(F)F)cc1C1CC1)NCc1ccccc1F | -9% | -1% | 3% | 3% | 0% | 4% | -7% | -8%

Continued.
SMILES | GAA glycogen | TexasRed fluor | GAA inhib | RGS12 GoLoco inh | aGlu spleen mod | TRb-SRC2 inh | L3MBTL1 inh | RECQ1 helicase
COc1ccccc1C(CNC(=S)NCc1ccccc1)N1CCCC1 (stereo not drawn) | -8% | -2% | -7% | 3% | -1% | 0% | . | i
COC(=O)CCCC1=CC2=C(c3ccccc3)C(=O)C(C)(OC(=O)C3CCCC3)C(=O)C2=CN1Cc1ccc(OC)cc1 (stereo not drawn) | 4% | 0%[11.2 µM] | . | 4%[14.2 µM] | -1%[17.4 µM] | 6%[11.2 µM] | . | -9%[11.5 µM]
Cn1cc(NC(=O)c2cc(NC(=O)c3cc(NC=O)cn3C)cn2C)cc1C(=O)NCCC(=N)N | -8% | 1%&-1% | . | 5% | 4% | 2%&-3% | . | i
O=c1[nH]nc(SCc2ccccc2)c(=O)[nH]1 | -1% | 0% | 1% | -4% | -6% | 4% | 7% | 10%
COc1cc(C2c3c(n[nH]c3C)C(=O)N2c2ccc(C)cc2)ccc1O (stereo not drawn) | ? | -3% | 2% | 2% | 16% | 1% | 1% | 3%
CCN(CC)C(=O)c1cc(C(C)(C)C)c(O)c(C(C)(C)C)c1 | 9% | -1% | -6% | 4% | -7% | -7% | 3% | ?
COc1ccc(-c2cc(C(=O)OC3CCOC3=O)c3ccccc3n2)cc1OC (stereo not drawn) | 1% | -5% | -24% | 7% | -4% | -3% | 16% | -6%
C/C(=N\Nc1ccccn1)c1ccc(C#N)cc1 | -25% | 0% | -3% | 6% | -13% | -3% | -9% | i
O=C(O)CCCCCCCCCC[n+]1ccccc1 | 4% | -1% | . | -7% | 2% | 4% | 24% | -9%
Clc1ccccc1/C=N/c1cc(-c2ccccc2)nn1-c1ccccc1 | 0% | 1% | 0% | 1% | -13% | 4% | -7% | i
Cc1ccc(S(=O)(=O)n2ccc(-c3cccc(OCc4c(F)cccc4Cl)c3)n2)cc1 | 7% | -2% | -2% | 0% | 2% | 4% | -1% | -6%
CCOC(=O)c1cc2ccc(OC(=O)c3ccco3)cc2oc1=O | 3% | -3% | ? | 4% | ? | -8% | 0% | -4%
